GSK3 alpha inh = inhibitors of human GSK-3 alpha kinase; P49840; ADP-Glo luminescence, 60 min; inhibition, % at 10 µM; actives 0.1% (n = 320,000); AID 2650;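 in the data active = inhibition above about 50%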;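 also: GST-tagged GSK-3 alpha with peptide substrate and 25 µM ATP; 0% = DMSO neutral wells and 100% = GW8510 positive control wells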
GSK3beta inhib = inhibitors of human GSK3beta kinase. P49841. GST-GSK3beta kinase, ADP-Glo luminescence, 60 min; hits give low values. activity score (negative = inhibition), % at 10 µM. actives 0.038% (n = 300,000);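 active = more than half of replicate wells score below -50%, meaning over 50% inhibition versus plate controls; inconclusive = some replicates but at most half score below -50%; inactive = no replicate scores below -50%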;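 also: 0% = median DMSO wells and -100% = median GW8510 positive control wells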
Target sequence (P49841 whole entry, looked up): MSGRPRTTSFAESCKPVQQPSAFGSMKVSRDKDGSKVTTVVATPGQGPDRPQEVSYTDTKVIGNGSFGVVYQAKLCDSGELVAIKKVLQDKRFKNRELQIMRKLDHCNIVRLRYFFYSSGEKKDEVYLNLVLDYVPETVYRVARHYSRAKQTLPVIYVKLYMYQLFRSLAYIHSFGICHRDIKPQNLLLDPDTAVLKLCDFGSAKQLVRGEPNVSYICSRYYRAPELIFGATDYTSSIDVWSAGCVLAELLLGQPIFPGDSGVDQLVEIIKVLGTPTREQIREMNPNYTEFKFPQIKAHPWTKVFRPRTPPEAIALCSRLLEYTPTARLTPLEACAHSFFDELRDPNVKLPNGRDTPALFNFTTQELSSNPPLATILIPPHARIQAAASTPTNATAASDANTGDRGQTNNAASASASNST
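Assay system: GST-tagged human GSK3beta kinase, cell-free; Input: 1.6 ng GSK3beta; Medium: Tris/MgCl2 kinase buffer; Timing: 60 min enzyme reaction, room temperature; Signal: ADP-Glo luminescence quantifying ADP generated by kinase; Evaluation: score relative to plate controls; Benchmarks: DMSO neutral wells and GW8510 at 20 µM as positive.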
HSF-1 act = increases HSF-1 driven luciferase reporter signal. actives 1.7% (n = 300,000). activation, % at 9 µM. NIH3T3-HGL HSF-1 luciferase reporter, MG132, 8 h; 100% = twice DMSO control signal;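 active = mean replicate activation of at least 50% with a set share of replicates each reaching 50%; inconclusive = only one of those two conditions met; inactive = mean below 50% and too few replicates reaching it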;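 also: 0% = median of the neutral control wells and 100% = twice that signal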
HSF1 inhib = HSF1 inhibition; actives 0.77% (n = 300,000); AID 2098; NIH3T3-HGL HSE-luciferase, MG132-induced, luminescence 8 h; hits give low values; activity change, negative = inhibition, % at 7.5 µM (by protocol);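 active = more than half of replicate wells show activity change below -50%, luminescence cut by over half; inconclusive = some wells, but at most half, below -50%; inactive = no replicate well below -50%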;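 also: luciferase reports HSF-1 transcriptional activity via heat shock element; 0% = median of DMSO wells and -100% = zero luminescence signal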
Dyrk1A ADPGlo = blocks rat Dyrk1A kinase activity; ADP-Glo luminescence, NFATc1 peptide; inhibition, % at 12.5 µM; actives 0.43% (n = 310,000); AID 504441; in the data active = inhibition above about 50%;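 also: plate controls were vehicle with enzyme for no effect and no enzyme for full effect; many of its hits are not listed in these tables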
HSP90 inh = blocks HSP90-mediated luciferase refolding in reticulocyte lysate | actives 0.91% (n = 290,000) | inhibition, % at 5.6 µM | Rabbit reticulocyte lysate, luciferase refolding luminescence, 3 h;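 active = inhibition above the screen-wide mean plus 3 SD, computed separately per campaign, cut at about 16% in these data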;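 also: 0% = DMSO wells and 100% = 60 µM geldanamycin wells; inhibitors lower the luminescence because luciferase stays unfolded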
AI-2 QS mod = modulates the Vibrio harveyi AI-2 quorum sensing system | actives 0.4% (n = 300,000) | activity change, % at 7.5 µM | Vibrio harveyi JMH597 AI-2 luminescence/OD600 ratio, 9 h; hits give low values; strain lacks LuxN and CqsS sensors; 0 = neutral-control median; in the data active = activity change below about -75%, passing the limit was not always enough; inconclusive = no clear call, values can overlap the other calls;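 also: luminescence divided by OD600 gain over 9 h not by final OD600 alone; inactives centre near 13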
Platelet DG rel = modulates dense granule release in human platelets. human platelet-rich plasma, SFLLRN dense granule ATP release, luminescence. inhibition, %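 (compounds screened at 7.5 µM in platelet-rich plasma)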. actives 0.22% (n = 300,000);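 active = mean replicate score, as percent of positive control, at or above 50; inconclusive = mean below 50 but at least one replicate at or above 50; inactive = mean and every replicate below 50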
PolyA inhibitor = blocks polyadenylation in yeast reporter cells. S. cerevisiae SKY197-pL101 polyadenylation reporter, beta-gal luminescence; efflux-impaired pdr1/pdr3 knockout yeast; score 100 = 6 SD above DMSO. calls only at 12 µM. actives 0.02% (n = 300,000);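 active = lowest replicate activity score at least 50, where 100 means six control SD above control mean; inconclusive = lowest score under 50 but half or more replicates reach 50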;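 also: yeast exposed to compound for 9 h at 30 °C; higher score means more reporter readthrough which indicates perturbed polyadenylation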
HDAC3 inh = inhibitors of human histone deacetylase 3. actives 0.15% (n = 320,000). O15379. recombinant HDAC3, fluorogenic peptide/trypsin coupled, fluorescence. AID 2718. inhibition, % at 8.3 µM; in the data active = inhibition above about 26%, passing the limit was not always enough; inconclusive = no clear call, values can overlap the other calls
Target sequence (O15379 whole entry, looked up): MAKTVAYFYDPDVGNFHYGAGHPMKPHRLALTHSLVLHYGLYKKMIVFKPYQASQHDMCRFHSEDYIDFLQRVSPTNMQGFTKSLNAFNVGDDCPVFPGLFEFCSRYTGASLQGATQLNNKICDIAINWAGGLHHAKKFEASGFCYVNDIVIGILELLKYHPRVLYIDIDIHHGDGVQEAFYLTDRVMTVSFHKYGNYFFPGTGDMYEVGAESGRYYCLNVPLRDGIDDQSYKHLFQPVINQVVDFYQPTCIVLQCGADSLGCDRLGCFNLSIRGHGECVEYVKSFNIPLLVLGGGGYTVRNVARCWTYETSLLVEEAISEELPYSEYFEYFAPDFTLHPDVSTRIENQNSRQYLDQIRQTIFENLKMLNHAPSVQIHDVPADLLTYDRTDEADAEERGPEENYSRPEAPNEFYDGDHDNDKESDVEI
Active calls of the source: *; i = inactive; ? = inconclusive; · = not tested or not shown. Only part of the results is shown; rates above refer to the full screens.

Value order: GSK3 alpha inh	GSK3beta inhib	HSF-1 act	HSF1 inhib	Dyrk1A ADPGlo	HSP90 inh	AI-2 QS mod	Platelet DG rel	PolyA inhibitor	HDAC3 inh
- CCOC(=O)C1Nc2ccc(C(F)(F)F)cc2C2c3ccccc3CC12 (centres undefined)
→ 5	-2	39	25	8	·	14	6	i	-3
- CC(=O)Nc1ccc(NC(=S)NC(=O)c2oc3ccccc3c2C)cc1
→ -2	-1	12	0	-3	1	4	3	i	-1
- COCCCNC(=O)c1ccc(CS(=O)(=O)c2ccccc2OC)o1
→ -1	0	-2	-1	6	-1	4	-2	i	-2
- O=C(CN1CCN(c2ccc(Cl)cc2)CC1)c1ccccc1
→ -3	-1	9	-3	0	1	9	9	i	10
- Cc1csc2ncnc(NCCc3ccccn3)c12
→ 8	0	3	-9	11	-3	13	-1	i	-5
- CC(=O)Nc1cccc(NS(=O)(=O)c2cccc3nsnc23)c1
→ -1	0	-4	-2	-3	-3	10	-12	i	-3
- O=C(N/N=C/c1cccc(O)c1)c1cc(C2CC2)nc2ccccc12
→ 2	3	18	1	15	3	3	11	i	8
- CCOC(=O)N1CCC(c2cc(=O)n3[nH]c(C)c(-c4ccc(F)cc4)c3n2)CC1
→ -4	-2	8	-6	-4	3	22	-5	i	-9
- C=CCNc1nnc(SC2CC(=O)N(c3ccc(OCCC)cc3)C2=O)s1 (centres undefined)
→ -3	1	18	-1	6	2	-52	31	i	-9
- NC(=O)C1CCN(C(=O)CSc2ncccn2)CC1
→ 3	2	5	-6	-4	-1	21	1	i	-2

Value order: GSK3 alpha inh	GSK3beta inhib	HSF-1 act	HSF1 inhib	Dyrk1A ADPGlo	HSP90 inh	AI-2 QS mod	Platelet DG rel	PolyA inhibitor	HDAC3 inh
- CC1CCCCN1C(=O)C(=O)c1cn(CC(=O)N2CCCCCC2)c2ccccc12 (centres undefined)
→ 1	2	-7	-7	1	-1	31	-7	i	3
- CCOC(=O)c1ccc(N2C(=O)CC(Sc3ncccn3)C2=O)cc1 (centres undefined)
→ 1	-3	-4	4	0	-3	5	2	i	-9
- CSc1nc(C)c(CCOC(=O)c2cccc(C)c2)c(=O)[nH]1
→ -3	1	-4	-12	-2	0	16	-3	i	-4
- O=C(NCCCN1CCCCCC1)c1ccc2c(Cl)c3c(nc2c1)CCCC3
→ 7	-3	-9	6	3	1	5	-1	i	-3
- Cc1ccc(NC(=O)CCNS(=O)(=O)c2ccc3[nH]c(=O)oc3c2)cc1
→ -3	-1	18	2	3	0	5	18	i	0
- c1ccc(CNc2ccc(CNc3ncn[nH]3)cc2)cc1
→ -5	-1	29	-1	-2	-1	-15	1	i	7
- O=S(=O)(Cc1ccccc1Cl)N1CCCCC1
→ -2	3	7	3	0	3	16	-5	i	-3
- S=c1[nH]nc(-c2cc(-c3ccccc3)n[nH]2)n1/N=C/c1c2ccccc2cc2ccccc12
→ 8	2	29	0	-5	-3	24	2	i	2
- CC1Cc2ccccc2N1S(=O)(=O)c1cnc[nH]1 (centres undefined)
→ 2	-1	10	1	3	4	11	·	i	1
- Cc1cccc(NC(=O)c2ccc(C3SCC(=O)N3CCc3ccccc3)cc2)c1 (centres undefined)
→ -3	1	·	·	7	-1	26	2	i	-4

Value order: GSK3 alpha inh	GSK3beta inhib	HSF-1 act	HSF1 inhib	Dyrk1A ADPGlo	HSP90 inh	AI-2 QS mod	Platelet DG rel	PolyA inhibitor	HDAC3 inh
- O=C(O)c1cccc(-c2ccc(/C=N/NC(=O)C3COc4ccccc4O3)o2)c1 (centres undefined)
→ 2	-3	7	-3	36	6	32	11	·	2
- CCCCC1=CC2=CC(=O)C(C)(OC(=O)c3cnc4ccccc4n3)C(=O)C2=CO1 (centres undefined)
→ 2	3	12	13	·	·	40	-3	i	6
- CC1CCC(NS(=O)(=O)c2ccc3c(c2)CC(=O)N3)CC1 (centres undefined)
→ 0	2	7	6	-1	-6	41	0	i	5
- C=CCNC(=O)/C(C#N)=C/c1c(N2CCN(c3cccc(Cl)c3)CC2)nc2c(C)cccn2c1=O
→ -4	3	11	-1	·	3	19	13	i	-1
- CN(C)S(=O)(=O)c1cc(NC(=O)c2cc(=O)c3ccccc3o2)ccc1Cl
→ -3	-3	12	3	-1	-1	14	-11	i	9
- Cc1ccc(-n2nc(-c3ccc(OC(F)(F)F)cc3)cc2N)cc1C
→ -1	3	-12	-5	·	-2	3	22	i	3
- CSc1cccc(NC(=O)N2CCc3ccc(NC(=O)c4ccccn4)cc3C2)c1
→ 0	·	-1	-5	-3	2	45	11	i	1
- CCOC(=O)c1sc2ncnc(NCC(c3cccs3)N(C)C)c2c1C (centres undefined)
→ 3	1	-2	-1	18	-2	27	-2	i	4
- CCNc1nc(C)nc2c1oc1ccccc12
→ 2	3	-10	-11	16	-5	30	-1	i	1
- Cc1ccc(NC(=S)N(CCN(C)C)Cc2cccs2)c(C)c1
→ -1	-24	-8	3	-5	-3	32	-2	i	5

Value order: GSK3 alpha inh	GSK3beta inhib	HSF-1 act	HSF1 inhib	Dyrk1A ADPGlo	HSP90 inh	AI-2 QS mod	Platelet DG rel	PolyA inhibitor	HDAC3 inh
- Cc1sc(C(=O)Nc2ccc3ccccc3c2)cc1CC(=O)O
→ -3	-1	-5	-4	0	-1	-3	-2	i	-4
- CCN(Cc1nc(-c2ccccc2)no1)C(=O)c1ccco1
→ -3	-1	2	6	4	-1	2	-8	i	-1
- Cn1cccc1Cc1nnc(SCC(N)=O)n1CCc1ccccc1
→ -3	-1	5	-3	10	-3	35	6	i	10
- COc1ccc(CN2CN(S(=O)(=O)c3cccs3)c3nc4ccccc4nc32)cc1
→ -2	-1	32	24	0	1	19	-2	i	-5
- CC(C(=O)Nc1ccc(Cl)cc1)N(C)Cc1cccs1 (centres undefined)
→ -2	-1	2	-1	-5	-4	9	6	i	3
- Cc1ccc2nc3c(nc2c1C)CCCC3
→ -2	2	-20	-10	4	0	27	-19	i	-2
- Cc1ccc(OCc2nnc(SC(C)C(=O)O)n2Cc2ccccc2)cc1 (centres undefined)
→ -15	6	-9	-4	6	3	7	-4	i	-2
- O=C(CCS(=O)(=O)c1ccc(Br)cc1)N1CCN(c2ccccc2Cl)CC1
→ -3	-2	25	1	-2	1	7	-1	i	-13
- N#CC1(c2ccccc2)CCC(=O)N1Cc1ccccc1 (centres undefined)
→ 2	-3	5	-1	32	-3	13	-2	i	0
- N#CCc1nn(-c2ccccc2)c2ncnc(N)c12
→ -1	-3	-69	-60*	·	1	24	0	i	0

Value order: GSK3 alpha inh	GSK3beta inhib	HSF-1 act	HSF1 inhib	Dyrk1A ADPGlo	HSP90 inh	AI-2 QS mod	Platelet DG rel	PolyA inhibitor	HDAC3 inh
- COc1ccc(-c2cc3c(nn2)-c2ccccc2C3=O)cc1
→ 2	1	-15	-19	6	0	1	55*	i	5
- CCc1ccc(-c2cc(C)no2)cc1S(=O)(=O)NCCc1ccccc1
→ 0	0	40	25	·	-1	23	5	i	0
- Cc1nnc(SCc2ccccc2)n1CC1CCCO1 (centres undefined)
→ -2	-2	-8	-11	2	-2	15	1	i	2
- Nc1nnc(SCC(=O)c2cccc([N+](=O)[O-])c2)s1
→ -1	0	10	5	0	1	11	-2	i	9
- O=C(CN1CCC(NC(=O)C2CCCCC2)CC1)Nc1cccc(F)c1
→ ·	3	12	-2	6	7	2	-2	i	·
- COc1ccccc1C1/C(=C(/O)c2ccc(C)cc2)C(=O)C(=O)N1Cc1ccco1 (centres undefined)
→ -1	0	5	0	-22	-5	25	0	i	-3
- CCN(CC)CCNC(=O)C(=O)NCC1OCCN1S(=O)(=O)c1ccc([N+](=O)[O-])cc1 (centres undefined)
→ 0	-3	-6	-1	-7	6	-5	1	i	-7
- CCOC(=O)c1[nH]nc(N)c1NC(=O)c1ccc(Cl)cc1Cl
→ 1	-4	5	5	4	2	1	-4	i	-5
- COC(=O)Cn1c(=O)c2c(n(Cc3ccccc3)c1=O)N/C(=C/c1ccc(OC)cc1)C2=O
→ -2	0	·	·	27	4	-1	-2	i	6
- Cc1cc(=S)[nH]c(=S)[nH]1
→ -2	0	-6	-2	-2	5	11	0	i	1

Value order: GSK3 alpha inh	GSK3beta inhib	HSF-1 act	HSF1 inhib	Dyrk1A ADPGlo	HSP90 inh	AI-2 QS mod	Platelet DG rel	PolyA inhibitor	HDAC3 inh
- Cc1ccc(-c2c[n+]3c(n2-c2ccccc2)SCC3)cc1
→ 4	-1	-9	-13	·	-1	19	9	i	-2
- Cc1cc(NC(=O)C(C)SCC(=O)N(C)CC(=O)Nc2ccccc2Br)no1 (centres undefined)
→ -3	0	-6	-2	-1	·	12	-2	i	-2
- O=C(c1ccc2c(Cl)c3c(nc2c1)CCCC3)N1CCC(N2CCCCC2)CC1
→ -1	6	?	55	6	-4	-2	-10	i	-1
- CCOc1ccc(NC(=O)CCNC(=O)Cn2ccc3ccccc3c2=O)cc1
→ -2	3	4	4	0	-8	7	0	i	6
- CCCCN(C(=O)COC(=O)CSc1ccc([N+](=O)[O-])cc1)c1c(N)n(CCC)c(=O)[nH]c1=O
→ -1	1	4	4	-12	·	33	2	i	8
- Cc1ccc(-c2noc(CN3CCN(c4ccccc4F)CC3)n2)cc1
→ -3	0	-1	4	3	-2	26	5	i	0
- Cc1ccc(N(CC(=O)O)C2SC(=O)NC2=O)cc1 (centres undefined)
→ -3	0	0	-6	0	-1	32	-1	i	-3
- CCc1ccccc1NC(=S)N(Cc1cccnc1)Cc1ccco1
→ -1	0	8	-6	-4	-3	19	1	i	5
- CCCCn1nnnc1SCC(=O)N1CCOCC1
→ 1	1	13	-4	-9	2	43	0	i	2
- O=C(NNS(=O)(=O)c1ccc(F)cc1)c1cccc(O)c1
→ -1	4	-6	-8	1	0	-2	-2	i	3
- CCS(=O)(=O)c1nc(S(=O)(=O)c2ccc(C)cc2)c(NCCCn2ccnc2)s1
→ -3	2	-11	5	3	-1	9	1	i	2

Screens as filed in PubChem BioAssay.
